Screening results as filed in PubChem.
BLM inh – Bloom syndrome helicase (human) inhibition; recombinant BLM DNA unwinding, fluorescence dequenching; P54132; AID 2528; Potency, µM (top dose mostly 56.1 µM), for the others: at the highest dose activity change, negative = inhibition, actives largely listed as inhibitors; 350,000 compounds, 0.2% hits;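 also: plate controls were vehicle for no effect and no enzyme for full effect; nearly all actives have a fitted effect of over 35% in size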
Pin1 inh – human Pin1 inhibition | AID 504891 | Pin1 FP peptide displacement, HiFluor488, 10 min | Potency, µM (top dose mostly 115 µM), for the others: top-dose activity, negative = inhibition, usual class: inhibitors | 390,000 compounds, 0.009% hits | Q13526; active = well fitted inhibition curve with a large enough effect in the polarisation, with a control signal flat, not every such curve was filed as active; inconclusive = small, poorly fitted or top-dose-only effect, or effect the other way, or a change in a side signal; inactive = no such curve, though single readings can be large or run the other way; the % refers to the polarisation; also: % is scaled to controls: 0 for no effect and ±100 for the full control effect
Target sequence (Q13526 whole entry, looked up): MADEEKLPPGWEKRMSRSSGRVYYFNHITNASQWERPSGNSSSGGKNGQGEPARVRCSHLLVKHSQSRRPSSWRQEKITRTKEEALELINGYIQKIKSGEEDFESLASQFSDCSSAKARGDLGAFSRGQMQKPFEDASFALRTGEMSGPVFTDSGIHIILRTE
G9a inh – inhibitors of human histone lysine methyltransferase G9a; 350,000 compounds, 8.8% hits; G9a H3K9 monomethylation, AlphaScreen, 2 h; AID 504332; Potency, µM (doses to about 102 µM), inactives show at the highest dose activity, negative = inhibition, hits mostly inhibitors; Q96KQ7; also: % is scaled to controls: 0 for no effect and ±100 for the full control effect; nearly all actives have a fitted effect of over 75% in size
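Readings reflect AlphaScreen signal from monomethyl-H3K9 antibody detection. HMT at 20 nM; substrate b-H3K9 500 nM; cofactor SAM 20 uM; 2 h RT reaction; compounds tested as titrations in qHTS with 15 min preincubation.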
POLI inh – blocks human DNA polymerase iota activity; Pol iota fluorescent replication assay, 10 min; 390,000 compounds, 1% hits; Potency, µM (titrated, usually from 115 µM), inactives show at the highest dose activity, negative = inhibition, most hits filed as inhibitors; Q9UNA4
Target sequence (Q9UNA4 whole entry, looked up): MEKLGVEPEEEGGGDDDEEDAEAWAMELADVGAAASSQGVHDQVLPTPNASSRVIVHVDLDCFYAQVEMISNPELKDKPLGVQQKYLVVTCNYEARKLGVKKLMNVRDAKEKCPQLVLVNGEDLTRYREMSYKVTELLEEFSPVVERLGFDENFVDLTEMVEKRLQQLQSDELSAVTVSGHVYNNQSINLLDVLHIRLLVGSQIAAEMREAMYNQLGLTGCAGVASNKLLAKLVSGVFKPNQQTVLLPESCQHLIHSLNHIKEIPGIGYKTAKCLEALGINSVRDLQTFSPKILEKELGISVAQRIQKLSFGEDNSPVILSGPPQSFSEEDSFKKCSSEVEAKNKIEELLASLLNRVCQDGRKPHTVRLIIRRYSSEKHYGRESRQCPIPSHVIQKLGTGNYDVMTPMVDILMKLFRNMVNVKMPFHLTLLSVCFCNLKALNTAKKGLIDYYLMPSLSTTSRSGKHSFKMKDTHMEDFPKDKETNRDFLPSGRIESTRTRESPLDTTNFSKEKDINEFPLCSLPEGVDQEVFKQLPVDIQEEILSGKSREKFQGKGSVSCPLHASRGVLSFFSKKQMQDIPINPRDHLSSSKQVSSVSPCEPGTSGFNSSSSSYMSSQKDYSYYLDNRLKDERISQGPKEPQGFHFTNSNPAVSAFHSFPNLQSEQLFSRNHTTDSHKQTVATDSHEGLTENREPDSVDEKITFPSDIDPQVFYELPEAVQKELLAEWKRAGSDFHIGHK
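Pol iota at 10 nM preincubated 15 min with compounds at room temperature; reaction started with fluorescent substrate, 50 nM final. Fluorescence read kinetically at 0 and 10 min; buffer-only wells as negative control.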
HP1b chromo inh – inhibitors of HP1-beta chromodomain binding to methylated histone tails. P83916. AlphaScreen HP1-beta / biotin-H3K9me3 peptide binding. Potency, µM (highest dose often 114 µM), inactives show top-dose activity change, negative = inhibition, actives largely listed as inhibitors. 390,000 compounds, 0.56% hits. AID 540317; also: nearly all actives have a fitted effect of over 70% in size; inactives centre near 23
Target sequence (P83916 whole entry, looked up): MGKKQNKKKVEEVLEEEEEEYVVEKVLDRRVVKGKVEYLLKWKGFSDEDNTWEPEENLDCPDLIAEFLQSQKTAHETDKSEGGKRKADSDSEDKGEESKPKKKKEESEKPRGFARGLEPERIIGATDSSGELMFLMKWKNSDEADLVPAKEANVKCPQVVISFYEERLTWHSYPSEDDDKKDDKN
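Compound inhibition of the preformed complex between 50 nM HP1-beta and 50 nM biotinylated H3K9me3 peptide was read by AlphaScreen. Buffer was PBS pH 7.4 with 0.01% Tween-20. Incubations ran 30 min at room temperature, with 10 ug/mL donor/acceptor beads.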
BAZ2B block – inhibitors of human BAZ2B bromodomain; AlphaScreen BAZ2B-H3K14Ac peptide displacement; Potency, µM (top dose mostly 114 µM), without a hit: top-dose activity change, negative = inhibition, most hits filed as inhibitors; 360,000 compounds, 4.4% hits; AID 504333; also: % is scaled to controls: 0 for no effect and ±100 for the full control effect; nearly all actives have a fitted effect of over 60% in size
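AlphaScreen displacement of biotin-H3(5-23)K14Ac peptide (50 nM final) from BAZ2B (50 nM final) in PBS pH 7.4, 0.01% Tween-20; complex preformed 30 min RT, then compounds (top 110 uM) 30 min RT, beads 20 min dark.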
JMJD2A Tudor inh – inhibitors of human JMJD2A Tudor domain | O75164 | AlphaScreen JMJD2A-Tudor / H3K4me3 peptide binding | Potency, µM (top dose mostly 114 µM), for inactives: at the highest dose activity change, negative = inhibition, hits mostly inhibitors | 390,000 compounds, 4.4% hits; also: % is scaled to controls: 0 for no effect and ±100 for the full control effect; nearly all actives have a fitted effect of over 50% in size
GLS inh – glutaminase GLS (human) inhibition; GLS enzymatic activity, qHTS titration; Potency, µM (series often up to 45.5 µM), without a hit: top-dose activity change, negative = inhibition, most hits filed as inhibitors; 410,000 compounds, 0.21% hits; also: % is scaled to controls: 0 for no effect and ±100 for the full control effect
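Enzyme dispensed in phosphate buffer (45 mM, pH 8.2, 0.02% Tween-20), compounds pinned in, then 1 mM L-glutamine solution and the glutamate oxidase–HRP–Amplex Red mix added; fluorescence read immediately and again after 30 min at room temperature.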
Tb PGK inh – inhibitors of T. brucei phosphoglycerate kinase. PGK/GAPDH coupled, Kinase-Glo luminescence, 60 min. Potency, µM (doses to about 57.5 µM), without a hit: top-dose activity change, negative = inhibition, hits mostly inhibitors. 380,000 compounds, 0.043% hits. AID 602233; also: % is scaled to controls: 0 for no effect and ±100 for the full control effect; nearly all actives have a fitted effect of over 60% in size
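Luminescent ATP detection (Kinase-Glo Plus) follows a 60-minute room-temperature incubation, with wells lacking PGK as controls. Buffer: 100 mM TEA (pH 7.6), 5 mM MgCl2, 0.01% Tween-20. Coupling enzyme GAPDH (100 nM final) supplies unstable 1,3-BPG in-well.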
Active calls of the source: *; i = inactive; ? = inconclusive; . = no result given; [ ] = dose if it differs, or a comment. Unless noted, calls follow the shape of the dose curve; as a rule, active = well fitted curve in the direction sought with a large enough effect; inconclusive = small, poorly fitted or top-dose-only effect, or another doubt; inactive = no such curve, though single readings can be large; an effect the other way counts as inactive or inconclusive. Potency is read from the fitted curve at half-maximal effect. This is a subset; rates above refer to the full screens.

item	SMILES	BLM inh	Pin1 inh	G9a inh	POLI inh	HP1b chromo inh	BAZ2B block	JMJD2A Tudor inh	GLS inh	Tb PGK inh
1	O=C(CSc1nc2scc(-c3ccccc3)c2c(=O)[nH]1)N1CCCCC1	-9%	27%	50µM*	?	14%	-27%	-9%	0%	5%
2	CCn1cnc2c1c(=O)n(CC(=O)NN)c(=O)n2Cc1ccccc1	-2%	3%	19%	12%	35%	-6%	5%	8%	9%
3	CSc1nc(N2CCCC2)c2c(c1C#N)CC(C)(C)OC2	-3%	-3%	-16%	0%	40%[activator]	4%	3%	-3%	9%
4	Cc1c(C(=O)NCCSCc2ccc(F)cc2)cnn1-c1ccc(Cl)cc1	-8%	0%	12%	66%[activator]	7%	0%	-8%	-4%	-5%
5	CCOC(=O)CCN(Cc1sccc1C)S(=O)(=O)c1ccc(F)cc1	-7%	0%	42%[59 µM]	10%	153%[activator]	45%[activator]	23%	-4%	1%
6	N#CCCn1cc(C(=O)Nc2ccc(C(=O)O)cc2)c(-c2cccc(Br)c2)n1	4%	-2%	-10%[0.501 µM]	71%[activator]	25%	8%	-13%	2%	3%
7	NC(=O)CC(NC(=O)c1ccccc1)c1ccc(N2CCCCCCC2)c([N+](=O)[O-])c1 (stereo unspecified)	-8%	-9%	45µM*	21%	9%	?	-35%	-5%	-7%
8	COc1ccc2c(c1)c(CC(=O)Nc1ccc(C)cc1)c(C)n2C(=O)c1ccc(Cl)cc1	-4%	1%	-4%[59 µM]	1%	0%	-6%	-3%	3%	-5%
9	Cc1ccccc1NC(=O)CSc1nc2ccc(NC(=O)COc3ccccc3F)cc2s1	1%	24%	0%[59 µM]	4%	22%	-1%	-10%	6%	i
10	CC1=C(C(=O)N2CCOCC2)C(c2cccs2)NC(=O)N1 (stereo unspecified)	-2%	-7%	2%[59 µM]	22%	54%[activator]	9%	-6%	-13%	1%
11	CCCSc1ccc([C@@H]2[C@H]3C(=O)N(C)C(=O)[C@H]3[C@]3(C(=O)OC)CCCN23)cc1OC	.	11%	.	20%	26%	.	?	0%	i
12	COC(=O)c1ccc(Cn2c(SCc3cccc(C)c3)nc3ccncc32)cc1	-1%	19%	?	29%	76%[activator]	17%	-19%	-10%	-7%
13	CCc1ccc(-n2c(=O)c3sc4ccccc4c3n(CC(=O)NCc3ccccc3)c2=O)cc1	-4%	-1%	10%[59 µM]	27%	34%[activator]	2%	-15%	26%	9%
14	CCOCCN(C=O)c1cccc(OC)c1	-13%	-2%	-5%[12.7 µM]	17%	18%	7%	-7%	3%	-2%
15	Cc1ccc(N(CC(=O)NC2CCCC2)C(=O)CCC(=O)Nc2nc(C)cs2)cc1	-1%	-1%	10%	74%[activator]	32%	-11%	-12%	-10%	-1%
16	COc1ccc(S(=O)(=O)N(C)CC(=O)N2CCN(c3ccc(F)cc3)CC2)cc1OC	-3%	-2%	?	34%[activator]	17%	-11%	-13%	25%	4%
17	O=C(O)/C=C/S(=O)(=O)c1ccc2ccccc2c1	-3%	2%	.	19%	48%[activator]	-2%	-10%	1%	-9%
18	CN(C)c1ccc(Sc2nnc(NC(=O)Nc3ccc(Cl)cc3Cl)s2)cc1	-13%	2%	28µM*	-13%	26%	-9%	-16%	-7%	-7%
19	Cn1ccnc1SCC(=O)c1ccc(Cl)cc1	-2%	-4%	50µM*	-19%	2%	-37%	-18%	1%	-3%
20	C#CC[N+]1(CC#Cc2ccc(C)cc2)CCCCC1	26%	0%	?	45%[activator]	22%	-3%	7%	0%	-1%
21	NC(=O)CSc1nc2scc(-c3ccco3)c2c(=O)n1-c1ccccc1	?	-16%	?	11µM*	?	?	45µM*	-10%	-13%
22	COc1ccc(Br)cc1CNC(=O)CCC(=O)n1nc(C)c2ccccc21	-4%	-2%	?	4%	37%	-12%	-15%	-4%	1%
23	O=C(O)c1ccccc1C(=O)c1cccc2c(Br)cccc12	.	2%	.	43%[activator]	19%[57 µM]	.	-1%	2%	i
24	O=S(=O)(c1ccc(Br)s1)N1CCN(Cc2ccc3c(c2)OCO3)CC1	-16%	11%	-24%[59 µM]	-10%	25%	-6%	-5%	-8%	-7%
25	CC(=O)NCCC(=O)Nc1cc(S(=O)(=O)N2CCOCC2)ccc1N1CCCC1	.	-3%	?	24%	38%	1%	-3%	-6%	-1%
26	CN1CCc2c(sc3c2C(=O)NC(c2ccccn2)N3)C1 (stereo unspecified)	2%	?	25µM*	12%	36%	45µM*	20µM*	2%	i
27	CC1CC(C)CN(c2oc(-c3ccco3)nc2C#N)C1 (stereo unspecified)	-6%	-3%	?	15%	?	-16%	-35%	0%	-3%
28	Fc1ccccc1NC(=S)N1CCN(Cc2ccccc2)CC1	1%	-2%	13%[59 µM]	10%	27%	-3%	-16%	16%	-19%
29	O=C1N=C(N2CCN(c3ccccc3)CC2)S/C1=C\c1ccco1	-6%	?	40µM*	45µM*	-9%	50µM*	?	17%	4%
30	CN(CCCC(=O)O)S(=O)(=O)c1ccc2c(c1)C(=O)c1cc(S(=O)(=O)N(C)CCCC(=O)O)ccc1-2	-9%	12%	?	29%	32%	-8%	-12%	1%	1%
31	COC(=O)Oc1ccc(/C=N/NS(=O)(=O)c2ccccc2)cc1OC	1%	-4%	-5%[0.501 µM]	6%	47%[activator]	14%	-6%	10%	2%
32	O=C(Nc1nc2c(F)cc(F)cc2s1)C1CCN(C(=O)c2ccc(F)cc2)CC1	.	?	45µM*	31%[activator]	2%	8%	-15%	0%	i
33	COc1ccc(NC(=O)CSc2nccn2Cc2ccc(F)cc2)cc1	-1%	-3%	.	35%[activator]	-8%	?	-28%	10%	1%
34	Cc1c(Cl)cccc1NC(=O)c1ccccc1-c1ccccc1C(=O)O	2%	9%	?	-10%	41%[activator]	-8%	-4%	9%	1%
35	CC(C)(C)OC(=O)N1CCC[C@H]1C(=O)Nc1ccc(S(=O)(=O)C(F)F)cc1	1%	3%	14%	-17%	30%	-2%	-6%	-2%	-1%
36	COCCn1c(=O)[nH]c2cc(C(=O)Nc3cccc(F)c3)ccc2c1=O	-1%	-2%	1%	6%	39%[activator]	-8%	-9%	9%	4%
37	COc1ccc(N(CC(=O)NCc2ccccc2C)S(=O)(=O)c2ccccc2[N+](=O)[O-])c(OC)c1	-6%	-1%	?	4%	36%	-14%	-19%	2%	6%
38	O=C(NCCc1ccc(Cl)cc1)c1ccc(Br)s1	-7%	7%	.	-1%	33%	-12%	11%	0%	-3%
39	COc1cccc2c1SCc1ccccc1C2CC(N)=O (stereo unspecified)	.	-14%	.	29%	5%	.	-22%	2%	-6%
40	Cc1ccc(Cn2cccc2/C=C2/C(=N)N3C=CSC3=NC2=O)cc1	-6%	36%[activator]	-12%	?	1%	-2%	?	5%	1%
41	O=C(c1cccc(Br)c1)N1CCN(c2cnn(-c3ccccc3)c(=O)c2Cl)CC1	-1%	-2%	0%	3%	38%	-15%	-12%	5%	-9%
42	COCCCN(C(=S)Nc1cc(Cl)cc(Cl)c1)C(C)c1ccncc1 (stereo unspecified)	-6%	-9%	?	-13%	-4%	4%	-23%	10%	i
43	COc1ccc(C2=NOC(C(=O)NCc3cccnc3)C2)cc1 (stereo unspecified)	-4%	-6%	-8%	11%	19%	2%	-6%	-5%	-10%
44	CCOc1ccc(OCC(=O)Nc2ccccc2C(F)(F)F)cc1	-6%	2%	33%	81%[activator]	85%[activator]	10%	-5%[11.4 µM]	-3%	6%
45	O=C(/C=C/c1ccccc1)N1CCN(CCN2C(=O)c3cccc4cccc(c34)C2=O)CC1	15%	-2%	?	?	26%	-28%	-28%	2%	i
46	CCN(C(=O)Cn1ncc2c(=O)oc3ccc(C)cc3c21)c1cc(OC)ccc1OC	4%	-5%	?	?	-1%	?	?	1%	-12%
47	CCNS(=O)(=O)c1ccc(S(=O)(=O)N(Cc2ccccn2)C2CCCCC2)cc1	-3%	-3%	?	17%	37%	-11%	-20%	9%	4%
48	Cc1ccc(C)c(NC(=S)N(CCc2ccncc2)C(C)C)c1	0%	-14%	?	50%[activator]	29%	7%	-11%	3%	i
49	CC1CCN(C(=O)COC(=O)Cn2cnc3c2c(=O)n(C)c(=O)n3C)CC1	.	0%	-27%	1%	27%	-1%	-4%	-1%	13%
50	FCCCOc1ccc(-c2ccnc3ncnn23)cc1	-2%	8%	25%	174%[activator]	37%	-13%	0%	4%	9%

Continuation:
item	SMILES	BLM inh	Pin1 inh	G9a inh	POLI inh	HP1b chromo inh	BAZ2B block	JMJD2A Tudor inh	GLS inh	Tb PGK inh
51	CCN(C(=O)C(=O)Nc1ccc2nc3n(c(=O)c2c1)CCCCC3)c1ccc(F)cc1	-5%	-3%	2%[59 µM]	32%	20%	2%	-17%	6%	-1%
52	C[C@@H]1C(c2cccc(Cl)c2)=NN(c2ccc(Br)cc2)[C@H]1C(=O)N1CCOC1=O	-10%[75.6 µM]	8%	261%[activator][59 µM]	7%	196%[activator]	.	112%[activator]	-9%	-3%
53	COn1c(=O)c(=O)n(O)c2ccccc21	0%	-12%	-1%[59 µM]	-3%	-5%	?	79µM*	15%	-10%
54	CC(C)c1cc(=O)[nH]c(SCC(=O)NC2CCCC2)n1	36%[activator]	4%	1%	7%	32%	-28%	-5%	-4%	-6%

Some of the entries above in another layout:
(53) COn1c(=O)c(=O)n(O)c2ccccc21
(54) CC(C)c1cc(=O)[nH]c(SCC(=O)NC2CCCC2)n1

| Compound | 53 | 54 |
| --- | --- | --- |
| BLM inh | 0% | 36%[activator] |
| Pin1 inh | -12% | 4% |
| G9a inh | -1%[59 µM] | 1% |
| POLI inh | -3% | 7% |
| HP1b chromo inh | -5% | 32% |
| BAZ2B block | ? | -28% |
| JMJD2A Tudor inh | 79µM* | -5% |
| GLS inh | 15% | -4% |
| Tb PGK inh | -10% | -6% |

Limited to HP1b chromo inh and POLI inh, for 2 of the compounds above:
entry	structure	HP1b chromo inh	POLI inh
53	COn1c(=O)c(=O)n(O)c2ccccc21	-5%	-3%
54	CC(C)c1cc(=O)[nH]c(SCC(=O)NC2CCCC2)n1	32%	7%
